E-selectin induc – E-selectin induction on HUVECs | P16581 | HUVEC E-selectin immunofluorescence imaging; normalized: neutral wells 0, TNF-alpha wells 100 | activation, % at 7.58 µM | 0.37% of 260,000 active | AID 686992;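 active means mean E-selectin-positive cell signal at least 10% of the positive control, reached in at least 60% of replicates, without over 20% cell loss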;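 further: in these data hits start at about 27%; measured in HUVEC primary endothelial cells; signal is the percent of cells scored E-selectin positive by PE staining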
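material = human umbilical vein endothelial cells (HUVEC), E-selectin induction | quantity = 3,000 cells/well | medium = EGM-2 growth medium on 0.1% gelatin-coated wells | technique = immunofluorescence imaging | read-out basis = % PE-positive cells | control set = TNF-alpha positive control, DMSO neutral control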
esBAF inh – blocks esBAF chromatin remodeling in mouse ES cells; Bmi1-luciferase knock-in reporter, 24 h; 100% = twice the neutral-well signal; reporter increase, % at 12.5 µM; 2% of 350,000 active; in the data active means activation above about 40%;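 further: 0% = median of the plate's neutral control wells and 100% = double that signal; a rise in the Bmi1 reporter signal indicates esBAF inhibition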
ERp5 block – inhibitors of human ERp5 | Q15084 | ERp5 insulin aggregation, absorbance 650 nm, 90 min | inhibition, % at 9.99 µM | 0.05% of 350,000 active | AID 651711;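 active means mean replicate inhibition above about 25%, with every replicate also reaching it, limit read from the data, passing the limit was not always enough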
Target sequence (Q15084 whole entry, looked up): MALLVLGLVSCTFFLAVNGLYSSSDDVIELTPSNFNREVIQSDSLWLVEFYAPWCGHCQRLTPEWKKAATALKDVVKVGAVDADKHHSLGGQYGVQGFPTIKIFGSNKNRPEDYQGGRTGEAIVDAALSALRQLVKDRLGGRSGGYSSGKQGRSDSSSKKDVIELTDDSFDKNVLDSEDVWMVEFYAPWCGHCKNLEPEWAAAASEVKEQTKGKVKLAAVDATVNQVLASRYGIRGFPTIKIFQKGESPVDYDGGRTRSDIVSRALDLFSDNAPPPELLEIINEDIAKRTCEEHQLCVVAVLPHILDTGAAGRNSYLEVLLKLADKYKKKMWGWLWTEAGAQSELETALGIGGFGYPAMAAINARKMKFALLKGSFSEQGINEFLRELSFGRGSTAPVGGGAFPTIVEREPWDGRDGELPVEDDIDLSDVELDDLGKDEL
ERAP1 inh – ERAP1 (human) enzyme inhibition. recombinant ERAP1, Leu-AMC fluorescence, 60 min. inhibition, % at 10.7 µM. Q9NZ08. 0.15% of 340,000 active;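 active means mean replicate inhibition of at least 30%, or all replicates individually reaching that 30% level; inactive means mean below 30% and not every replicate reaching it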;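 further: 0% = neutral control wells and 100% = L-leucinethiol positive control wells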
S100A4 inh HTS – inhibitors of human S100A4 binding to myosin IIA peptide; P26447; S100A4/TAMRA-MyoIIA peptide fluorescence polarization; inhibition, % at 10.7 µM; 0.14% of 360,000 active; AID 652163;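 active means mean inhibition of at least 70% across replicates, with every replicate also reaching that level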
Target sequence (P26447 whole entry, looked up): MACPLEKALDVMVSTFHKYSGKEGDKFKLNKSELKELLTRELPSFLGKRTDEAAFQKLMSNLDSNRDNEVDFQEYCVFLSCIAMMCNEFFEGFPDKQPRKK
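Compound dosing: one dose per compound; test system: human S100A4 monomer with TAMRA-labelled myosin IIA peptide; probe or stimulus: TAMRA-labelled myosin IIA heavy-chain peptide probe, 5 nM; medium: HEPES buffer with Ca2+, pH 7.2; schedule: 5 min incubation before reading; benchmarks: neutral control DMSO, positive control TFP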
RAD52 inh – RAD52 (human) annealing inhibition | P43351 | inhibition, % at 18.7 µM | AID 651710 | recombinant RAD52 DNA annealing, FRET fluorescence | 0.46% of 360,000 active;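 active means every replicate showing at least 50% inhibition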
Target sequence (P43351 whole entry, looked up): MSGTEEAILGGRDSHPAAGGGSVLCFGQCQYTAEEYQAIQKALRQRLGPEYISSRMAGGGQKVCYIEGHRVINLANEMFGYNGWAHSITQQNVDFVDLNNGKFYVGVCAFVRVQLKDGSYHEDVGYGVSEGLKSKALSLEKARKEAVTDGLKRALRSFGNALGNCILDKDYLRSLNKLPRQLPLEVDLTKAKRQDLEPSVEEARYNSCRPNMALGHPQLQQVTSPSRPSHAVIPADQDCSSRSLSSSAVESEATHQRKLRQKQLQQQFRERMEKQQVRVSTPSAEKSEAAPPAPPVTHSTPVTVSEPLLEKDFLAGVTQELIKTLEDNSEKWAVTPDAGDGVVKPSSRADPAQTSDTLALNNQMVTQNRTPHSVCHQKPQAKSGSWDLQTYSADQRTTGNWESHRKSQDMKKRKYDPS
RAD54 branch – blocks human RAD54 Holliday junction branch migration. Q92698. 0.14% of 360,000 active. inhibition, % at 10.4 µM. FAM/BHQ fluorescence. AID 602329;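 active means mean normalized replicate activity at least 40 and at least half of replicates scoring 40 or more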;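 further: 0% = median of neutral control wells and 100% = median of positive control wells; inhibitors cause a drop in the FAM fluorescence signal; in these data hits start at about 50%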
Xi reactivation – X-chromosome reactivation activator; activation, % at 7.58 µM; 0.055% of 360,000 active; XiGFP mouse fibroblasts, % GFP-positive cells imaging, 3 d; cells co-treated with 5-aza-dC sensitizer; scaled so ellipticine positive control = 100%; AID 743238;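 active means mean normalized replicate activation at least 10% and every replicate at or above 10%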;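 further: 0% = median of on-plate neutral control wells and 100% = ellipticine 6 µM median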
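Material: XiGFP fibroblasts, SV40-immortalized. Buffer or medium: DMEM plus 5-aza-dC sensitizer. Compound: single concentration per compound, delivered by pin transfer. Times: 3 days compound exposure. Controls: ellipticine 6 µM.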
Active calls of the source: *; nt = not tested or not shown.

Sequence of screens – E-selectin induc | esBAF inh | ERp5 block | ERAP1 inh | S100A4 inh HTS | RAD52 inh | RAD54 branch | Xi reactivation
1: CCCOc1c(Br)cc(C2C3=C(CCCC3=O)N(CC)C3=C2C(=O)CCC3)cc1OC
    nt | 44* | 2 | -52 | 0 | 4 | nt | 0.0
2: CCOC(=O)C1=CCN(S(=O)(=O)c2ccc(F)cc2)C1c1ccc(Cl)c(Cl)c1 (configuration not stated)
    -0.1 | nt | -3 | -4 | -12 | -1 | nt | 0.0
3: Cc1ccccc1CNC(=O)CN(c1ccccc1Cl)S(C)(=O)=O
    nt | 10 | 2 | 0 | 2 | -8 | -2 | 0.0
4: O=C(Nc1ncccn1)C1=C(O)c2ccccc2S(=O)(=O)N1Cc1ccccc1
    0.3 | -1 | 2 | 2 | -9 | -11 | -4 | 0.2
5: CC1=NN(Cc2ccccc2)C(=O)C1C(c1ccc(Cl)cc1)C(C#N)C#N (configuration not stated)
    -1.0 | nt | -2 | 2 | -2 | -6 | nt | 0.5
6: COc1ccc(S(=O)(=O)N[C@H]2CC[C@H](CCNC(=O)CN3CCOCC3)O[C@@H]2CO)cc1
    0.2 | -4 | -1 | 0 | -1 | 6 | 3 | 0.2
7: Cc1cc(C)nc(NC(=O)c2ccc(C)c(C)c2)n1
    nt | 14 | -1 | -7 | 4 | -15 | -2 | 0.4
8: COc1ccc(C(=O)Nc2c(N)nc[nH]c2=O)cc1
    3.9 | nt | -4 | 5 | 1 | -6 | nt | 0.1
9: C[C@H]1CN([C@@H](C)CO)S(=O)(=O)c2ccc(C#Cc3ccc(F)cc3)cc2O[C@@H]1CN(C)S(=O)(=O)c1cn(C)cn1
    nt | 13 | -3 | -1 | 10 | -6 | -1 | nt
10: CSCCC(NC=O)C(=O)NC(C)C(=O)O (configuration not stated)
    0.1 | 0 | 5 | -2 | -3 | -5 | 11 | 0.0
11: O=C(c1cccnc1)C1CCCN(Cc2nc(Cc3ccccc3F)no2)C1 (configuration not stated)
    nt | 2 | -4 | -4 | -2 | -2 | 1 | 0.0
12: NC(=O)N/N=C/c1cccc(C(F)(F)F)c1
    1.7 | -11 | 2 | -2 | -10 | -13 | -1 | 0.1
13: CC(C)C#Cc1ccc([C@@H]2[C@@H](CO)N3CCCCN(C(=O)c4ccc(F)cc4)C[C@@H]23)cc1
    -0.4 | 7 | 2 | 1 | 7 | 27 | 10 | 0.1
14: CCCN(CCC)S(=O)(=O)c1ccc(C(=O)Nc2cc3oc4ccccc4c3cc2OC)cc1
    0.8 | nt | 3 | 7 | -7 | -11 | nt | 0.0
15: COc1ccc(-c2nnc(CSc3nc4ccccc4c(=O)n3CC3CCCO3)o2)cc1OC (configuration not stated)
    0.1 | -6 | 2 | -6 | 1 | -15 | -12 | 0.0
16: CCC(C)(CN(C)C)OC(=O)c1ccccc1 (configuration not stated)
    1.6 | 4 | 6 | -1 | -3 | -12 | -19 | 0.0
17: C[C@H]1CN([C@@H](C)CO)C(=O)c2cc(NC(=O)Nc3ccc(C(F)(F)F)cc3)ccc2O[C@@H]1CN(C)Cc1ccncc1
    nt | 5 | -3 | -2 | 5 | -3 | -1 | -0.3
18: CCOC(=O)N1CCN(S(=O)(=O)N2CCCC(C(=O)NCc3ccc(F)cc3)C2)CC1 (configuration not stated)
    -0.1 | 1 | 1 | -3 | 0 | -22 | 3 | 0.0
19: Cc1ccc(S(=O)(=O)NCC(=O)N(CC(=O)NC2CCCC2)CC2CCCO2)cc1 (configuration not stated)
    nt | -7 | 3 | -4 | 1 | -11 | 0 | 0.0
20: COc1ccc(NC(=O)COC(=O)CCCOc2ccc(Cl)cc2Cl)cc1Cl
    nt | nt | 2 | -4 | -5 | -18 | nt | 0.2
21: C[C@H]1CN([C@@H](C)CO)S(=O)(=O)c2ccc(C#Cc3ccc(F)cc3)cc2O[C@@H]1CN(C)C
    -0.3 | -7 | 4 | -3 | -5 | 40 | 2 | -0.6
22: CC1CCCC(C)N1C(=O)COc1cccc(Oc2ccccc2)c1 (configuration not stated)
    -0.2 | 14 | 1 | 4 | 1 | 1 | -9 | -0.1
23: Cc1cc2oc(=O)cc(CN3CCCCC3C)c2cc1Cl (configuration not stated)
    0.9 | 3 | 0 | -2 | -9 | -32 | -7 | 0.1
24: O=C(Nc1ccc(Nc2ccccc2)cc1)c1ccc(F)cc1
    0.0 | 24 | 4 | 1 | 4 | -11 | -6 | 0.4
25: COc1ccc(NC(=O)Nc2ccc3c(c2)CC(=O)N([C@@H](C)CO)C[C@H](C)[C@H](CN(C)C(=O)Nc2ccc(OC)cc2)O3)cc1
    -0.6 | -7 | 3 | -1 | 1 | 19 | 3 | 0.2
26: CC(C)(C)Cc1c(-c2cccc(Br)c2)nc2ccc(Cl)cn12
    -1.8 | 7 | 0 | 1 | -22 | -21 | -7 | 0.0
27: C[C@H](NC(=O)[C@@H]1Cc2ccccc2CN1C(=O)OC(C)(C)C)C(=O)NCc1ccco1
    nt | -6 | -2 | 2 | 15 | -10 | -3 | 0.0
28: Nc1nc(-c2ccccc2)c(N=Nc2cccc3ccccc23)s1
    -0.2 | nt | 3 | 8 | -10 | -4 | nt | 0.3
29: CN(CC(=O)Nc1n[nH]c(=S)s1)S(=O)(=O)c1cccc2cccnc12
    0.2 | 1 | 3 | -1 | -4 | -19 | 4 | 0.2
30: COC(=O)C1=C(C(=O)OC)[C@@H]2N(Cc3ccccc3)c3ccccc3[C@@]23C[C@@H](C(=O)OC)N(C(=O)c2cccs2)C3=N1
    -0.1 | 2 | 2 | 3 | 12 | -8 | 0 | 0.0

Record cards (already shown). Order of values: E-selectin induc | esBAF inh | ERp5 block | ERAP1 inh | S100A4 inh HTS | RAD52 inh | RAD54 branch | Xi reactivation
CC(C)(C)Cc1c(-c2cccc(Br)c2)nc2ccc(Cl)cn12 is listed as -1.8 | 7 | 0 | 1 | -22 | -21 | -7 | 0.0
Cc1ccccc1CNC(=O)CN(c1ccccc1Cl)S(C)(=O)=O is listed as nt | 10 | 2 | 0 | 2 | -8 | -2 | 0.0
COc1ccc(S(=O)(=O)N[C@H]2CC[C@H](CCNC(=O)CN3CCOCC3)O[C@@H]2CO)cc1 is listed as 0.2 | -4 | -1 | 0 | -1 | 6 | 3 | 0.2

Continued:
Sequence of screens – E-selectin induc | esBAF inh | ERp5 block | ERAP1 inh | S100A4 inh HTS | RAD52 inh | RAD54 branch | Xi reactivation
31: CCOC(=O)C1(Cc2ccccc2C)CCCN(C(=O)CN2C(=O)CSC2=O)C1 (configuration not stated)
    nt | 16 | 1 | 0 | -2 | -10 | 7 | -0.1
32: C[C@@H]1CCCCO[C@@H](CN(C)C(=O)Nc2ccccc2)[C@@H](C)CN([C@@H](C)CO)C(=O)c2cc(NS(=O)(=O)c3ccc(Cl)cc3)ccc2O1
    nt | 1 | 5 | 0 | 11 | -77 | -3 | 0.3
33: CCc1ccccc1NC(=O)c1cccc(Oc2ccc([N+](=O)[O-])cc2Cl)c1
    0.0 | nt | -2 | -8 | 0 | -16 | nt | 0.1
34: COCCNC(=O)C(c1ccc(O)cc1)N(Cc1ccco1)C(=O)CCC(=O)Nc1ccccn1 (configuration not stated)
    -0.1 | 4 | 7 | -4 | -27 | -6 | 5 | 0.4
35: COc1ccc(C(=O)N2CCC(n3nnc4cc(F)ccc43)CC2)cc1OC
    nt | nt | 2 | 4 | -5 | -20 | nt | 0.2
36: Cc1ccc(Oc2ncccc2N)c2c1CCC2
    0.4 | 0 | 5 | -3 | -1 | -6 | 0 | 0.0
37: COc1ccccc1N(C(C)=O)C1=C(Cl)C(=O)c2ccccc2C1=O
    9.2 | 2 | -1 | 61* | -2 | -5 | 4 | -0.3
38: CC(=O)c1ccc(NC(=O)CCc2nnc3ccc(N4CCC5(CC4)OCCO5)nn23)cc1
    2.3 | 54* | -3 | 4 | 1 | -8 | -3 | 0.0
39: Cc1ccc2[nH]c(C(=O)N3CCCCC3)cc2c1
    nt | 58* | 2 | -3 | 8 | -10 | 3 | 0.1
40: C=CCN1C(c2cccc(C(F)(F)F)c2)=CS/C1=C(\C#N)c1nnc(N2CCOCC2)n1-c1ccccc1
    -0.2 | 0 | -1 | 6 | -3 | -9 | -8 | 0.0
41: CC(C)=C1C2CCC1C(C(=O)Nc1sc(C)c(-c3ccc(C(C)C)cc3)c1C(N)=O)C2C(=O)O (configuration not stated)
    0.2 | 2 | 0 | 2 | 4 | -15 | -3 | 0.0
42: COc1ccc(/C=N/Nc2nc(C)cc(-c3ccccc3)n2)c(OC)c1
    0.1 | -4 | 2 | nt | -8 | -11 | 0 | 0.2
43: COC(=O)c1ccc(CN2CC(=O)N3[C@@H](CO)[C@@H](c4ccc(-c5cccnc5)cc4)[C@@H]3C2)cc1
    -0.3 | nt | -4 | -1 | 3 | -2 | nt | 0.0
44: O=C(NCC1CCCO1)/C(=C\c1ccccc1)NC(=O)c1ccccc1 (configuration not stated)
    1.5 | 4 | -2 | -2 | 4 | -14 | -3 | -0.1
45: O=C(Nc1ccc(C(=O)N2CCCC2)cc1)c1ccccc1[N+](=O)[O-]
    7.8 | nt | 8 | -2 | -17 | -17 | nt | 0.0
46: Cc1cc(N/N=C/c2ccc(O)cc2O)nc(-n2nc(C)cc2C)n1
    -0.1 | 3 | nt | nt | nt | nt | 1 | 2.8
47: CC(=O)N1c2ccc(S(=O)(=O)N3CCCC(C(=O)Nc4ccc(C)cc4)C3)cc2CC1C (configuration not stated)
    -0.1 | 11 | 2 | 1 | 12 | -10 | -1 | 0.0
48: COc1ccc(NC(=O)N(C)C[C@H]2Oc3ccc(NC(=O)Nc4ccc(C(F)(F)F)cc4)cc3CC(=O)N([C@H](C)CO)C[C@H]2C)cc1
    0.6 | 1 | -17 | 3 | -23 | -1 | -10 | -0.9
49: CC(C)C[C@H]1CN([C@@H](CC(C)C)CN2CCCC2CN2C(=S)NC[C@@H]2Cc2ccc(O)cc2)C(=S)N1CCc1ccccc1 (some centres not stated)
    13 | 4 | -6 | -7 | -7 | -20 | -4 | 0.0
50: O=C(C1CCOCC1)N1CC(=O)N2[C@@H](CO)[C@H](c3ccc(/C=C/c4ccccc4)cc3)[C@@H]2C1
    0.0 | nt | 0 | 2 | -10 | 9 | nt | 0.4
51: O=C(O)CCC(=O)Nc1ccc(Sc2ccc([N+](=O)[O-])cc2)cc1
    nt | nt | 5 | 0 | 4 | -9 | nt | 0.0
52: CCc1nnc(NC(=O)c2sc3nc(C)cc(COC)c3c2N)s1
    1.3 | 11 | 4 | -2 | 0 | -22 | 2 | 0.0
53: CC(C)(C)CC(C)(C)Nc1c(-c2ccc(O)cc2)nc2cnccn12
    nt | 1 | -5 | -20 | -8 | -2 | -1 | nt
54: CC(=O)Nc1cccc(NC(=O)Cc2cccs2)c1
    nt | 0 | 4 | -7 | 1 | -7 | -6 | 0.0
55: CCOc1ccc(/C=N/OCC(=O)NCc2ccco2)cc1
    -0.1 | 1 | 1 | 3 | -3 | -1 | nt | 0.0
56: C#Cc1ccc([C@H]2C=C(C(=O)N3CCOCC3)O[C@@H](OCCCCO)C2)cc1
    nt | nt | -4 | 1 | 9 | -9 | 0 | nt
57: COc1ccc(CNC(=O)Cc2cccs2)cc1OC
    0.2 | 19 | 4 | 10 | 2 | 1 | 2 | 0.4
58: O=C(CN1CCOCC1)N1CCCCN2[C@H](CO)[C@H](c3ccc(C#Cc4ccccc4)cc3)[C@@H]2C1
    -0.5 | nt | -1 | 1 | 3 | -2 | 10 | 0.2
